EBV gp42 block: inhibitors of Epstein-Barr virus glycoprotein 42; Fluorescence polarization binding assay, mP read-out; inhibition, % (tested at 21.74 µM); Q1HVG2; AID 1085; actives 0.42% (n = 220,000); in the data active = inhibition above about 50%
Furin inh: human furin inhibition. P09958. purified furin, fluorogenic substrate cleavage. inhibition, % at 30 µM. actives 0.061% (n = 220,000); in the data active = inhibition above about 25%; note: inactives centre near -15
KCC2 mod: modulates chloride dependent transport by human KCC2 | Q9H2X9 | KCC2 cells, thallium flux FluoZin-2 fluorescence | B-score of Tl+ flux slope (higher = more flux/activation; lower = inhibition) at 10 µM | actives 2.2% (n = 190,000);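 active = thallium flux slope and its plate-corrected score both differing from the plate sample mean at a set confidence after two filtering rounds, in either direction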;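 note: slope of fluorescence scaled to starting intensity during 10 to 20 s after thallium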
Target sequence (Q9H2X9 whole entry, looked up): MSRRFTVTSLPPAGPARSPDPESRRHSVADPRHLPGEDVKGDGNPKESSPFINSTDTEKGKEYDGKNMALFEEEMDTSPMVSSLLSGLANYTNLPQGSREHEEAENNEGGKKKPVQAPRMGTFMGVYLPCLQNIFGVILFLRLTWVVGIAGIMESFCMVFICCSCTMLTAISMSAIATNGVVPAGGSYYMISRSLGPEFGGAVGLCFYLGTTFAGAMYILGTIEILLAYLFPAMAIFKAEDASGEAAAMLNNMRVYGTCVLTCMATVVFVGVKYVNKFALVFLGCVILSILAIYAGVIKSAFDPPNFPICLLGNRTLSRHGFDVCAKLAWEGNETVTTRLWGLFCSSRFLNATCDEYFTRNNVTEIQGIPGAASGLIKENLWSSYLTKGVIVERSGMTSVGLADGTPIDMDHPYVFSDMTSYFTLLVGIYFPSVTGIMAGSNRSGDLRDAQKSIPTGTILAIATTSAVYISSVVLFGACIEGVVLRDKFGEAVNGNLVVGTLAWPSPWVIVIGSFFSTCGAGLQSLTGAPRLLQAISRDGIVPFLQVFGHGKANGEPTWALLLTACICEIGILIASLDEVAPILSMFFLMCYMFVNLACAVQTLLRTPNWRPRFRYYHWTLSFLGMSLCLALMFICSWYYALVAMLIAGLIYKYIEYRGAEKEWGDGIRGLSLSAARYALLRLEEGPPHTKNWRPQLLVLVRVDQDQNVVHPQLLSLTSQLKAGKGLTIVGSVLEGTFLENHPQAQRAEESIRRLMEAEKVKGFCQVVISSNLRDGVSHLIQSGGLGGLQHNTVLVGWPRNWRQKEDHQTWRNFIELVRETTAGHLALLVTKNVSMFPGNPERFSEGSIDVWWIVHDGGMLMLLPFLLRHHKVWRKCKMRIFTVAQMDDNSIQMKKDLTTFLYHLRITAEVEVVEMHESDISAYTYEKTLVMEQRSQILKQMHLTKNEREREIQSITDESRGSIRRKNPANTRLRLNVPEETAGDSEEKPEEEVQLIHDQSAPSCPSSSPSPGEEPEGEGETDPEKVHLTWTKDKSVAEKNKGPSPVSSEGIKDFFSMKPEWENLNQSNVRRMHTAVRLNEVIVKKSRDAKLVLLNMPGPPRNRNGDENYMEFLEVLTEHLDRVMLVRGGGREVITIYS
TRPML3 ag: human mucolipin-3 channel agonism | Q8TDD5 | HEK293 TRPML3-YFP, Fluo-8 calcium fluorescence; 100% = the carbachol control signal | activation, % at 3 µM | actives 0.29% (n = 220,000) | AID 1448;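 active = activation above its plate's cutoff, the mean activation of the plate's test wells plus 3 SD, cut at about 12% in these data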;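 note: 0% = DMSO only wells and 100% = carbachol wells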
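Material: TRPML3-YFP stable HEK293 cells | Dosing: One concentration, 3 µM nominal, 0.3% DMSO | Timing: 125 s total fluorescence read per well | Technique: Fluo-8 calcium dye fluorescence, ex 470-495, em 515-575 nm | Measure: Percent activation from peak-to-basal fluorescence ratio, scaled between DMSO and carbachol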
PPC-1+TRAIL kill: PPC-1 cancer cell killing with TRAIL present; PPC-1 cells + TRAIL, ATPLite viability luminescence; cell killing (% activity), % at 4 µM; actives 0.41% (n = 220,000); AID 1443;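 active = cell killing above 50% in the first pass at 4 µM, then a duplicate retest at 5 µM averaging 50% or more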;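 note: plate controls were cells with TRAIL plus DMSO for no effect and medium-only wells lacking cells for full effect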
Tb hexokinase: blocks Trypanosoma brucei hexokinase 1 activity | AID 1430 | inhibition, % at 10 µM | actives 0.11% (n = 220,000) | recombinant TbHK1, G6PDH-coupled NADH A340;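 active = inhibition of 50% or more in the single-dose primary screen; inactive = inhibition below 50%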
Thrombin inh: blocks human thrombin protease activity; inhibition, % at 5 µM; P00734; actives 0.26% (n = 220,000); alpha-thrombin, Boc-VPR-AMC fluorogenic substrate cleavage;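 active = inhibition at or above 40%; inactive = inhibition below 40%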;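 note: 0% = enzyme with no compound and 100% = wells without enzyme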
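signal = AMC fluorescence, 355/460 nm | material = human alpha-thrombin enzyme | control set = enzyme without compound as high, wells lacking enzyme as low | times = reaction at room temperature | read-out basis = percent inhibition scaled between no-compound controls and no-enzyme blanks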
zfTRPN1 agonist: zebrafish TRPN1 (NompC) channel agonism; activation, % at 3 µM; actives 0.18% (n = 220,000); HEK293 zebrafish TRPN1-YFP, Fluo-8 calcium fluorescence; 100% = response to 87 µM carbachol; AID 1424;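 active = activation above its plate's cutoff, the mean activation of test wells on that plate plus 3 SD, cut at about 19% in these data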;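 note: 0% = DMSO alone and 100% = 87 µM carbachol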
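Control set: carbachol 87 µM as high control, DMSO as low control; system: HEK293 stable line with zebrafish TRPN1-YFP; read-out: % activation versus carbachol response; detection: intracellular calcium fluorescence with Fluo-8; doses: single test compound dose, 3 µM nominal, 0.3% DMSO; schedule: dye 1 h 37 °C plus 30 min RT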
Calpain2 inh: calpain II (pig) inhibition; purified calpain II, fluorogenic peptide substrate, 30 min; inhibition, % at 16 µM; actives 0.37% (n = 220,000);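 active = inhibition above about 50%, limit read from the data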
* = called active by the depositor; [ ] = another dose, or the depositor's remark.

`COc1ccccc1NC(=O)COC(=O)c1ccc2c(c1)nc(C)n2-c1ccccc1` gave EBV gp42 block -29, Furin inh -9, KCC2 mod -0.75, TRPML3 ag -0.5, PPC-1+TRAIL kill 30, Tb hexokinase 32, Thrombin inh -2, zfTRPN1 agonist -0.1 and Calpain2 inh -4.
CC1CCCCC12NC(=O)N(CC(=O)Nc1ccccc1-c1ccccc1)C2=O (stereo not drawn) was read as EBV gp42 block 0, Furin inh -17, KCC2 mod -0.092, TRPML3 ag 0.4, PPC-1+TRAIL kill 15, Tb hexokinase -2, Thrombin inh 1, zfTRPN1 agonist 0.0 and Calpain2 inh -4.
For Cc1cc(SCC(=O)c2cccs2)nc2c(C)cccc12 the results were EBV gp42 block -15, Furin inh 0[20 µM], KCC2 mod 0.65, TRPML3 ag -0.5, PPC-1+TRAIL kill 16, Tb hexokinase 7, Thrombin inh 2, zfTRPN1 agonist 0.9 and Calpain2 inh 4.
Cc1nc(C(=O)NNC(=O)Nc2ccc(Cl)cc2)cs1 was read as EBV gp42 block -7, Furin inh -26, KCC2 mod -0.18, TRPML3 ag 0.4, PPC-1+TRAIL kill 3, Tb hexokinase 0, Thrombin inh -8, zfTRPN1 agonist -1.1 and Calpain2 inh -23.
For COc1ccc(NC(=O)C2CCCN2C(=O)Nc2ccccc2)cc1OC (stereo not drawn) the results were EBV gp42 block -16, Furin inh -11[20 µM], KCC2 mod -0.028, TRPML3 ag 0.1, PPC-1+TRAIL kill 38, Tb hexokinase -1, Thrombin inh 2, zfTRPN1 agonist 0.1 and Calpain2 inh -20.
`Cc1ccc(C2CC2c2n[nH]c(=S)n2-c2ccc(Cl)cc2)cc1` (stereo not drawn) gave EBV gp42 block 2, Furin inh -11[20 µM], KCC2 mod 0.15, TRPML3 ag -0.3, PPC-1+TRAIL kill -6, Tb hexokinase -5, Thrombin inh -1, zfTRPN1 agonist 0.1 and Calpain2 inh -49.
`COC(=O)NC1CCC(CC2CCC(NC(=O)OC)CC2)CC1` (stereo not drawn) gave EBV gp42 block -17, Furin inh -5[20 µM], KCC2 mod -0.49, TRPML3 ag 0.6, PPC-1+TRAIL kill 23, Tb hexokinase 2, Thrombin inh -6, zfTRPN1 agonist 1.3 and Calpain2 inh 11.
For Cc1cc(N2CCC(C(=O)NCC3CC3)CC2)nc(-c2ccccc2)n1 the results were EBV gp42 block -17, Furin inh -30, KCC2 mod -1.3, TRPML3 ag -0.8, PPC-1+TRAIL kill 38, Tb hexokinase 3, Thrombin inh -12, zfTRPN1 agonist 0.7 and Calpain2 inh 13.
`COc1cccc(OCCOc2ccccc2OC(C)C)c1` gave EBV gp42 block 0, Furin inh -6[20 µM], TRPML3 ag -0.1, PPC-1+TRAIL kill -16, Tb hexokinase -12, Thrombin inh -11, zfTRPN1 agonist -2.4 and Calpain2 inh 36.
`Cc1cc(=O)oc2ccc(OCC(=O)NCc3ccco3)cc12` gave EBV gp42 block -5, Furin inh -17[20 µM], KCC2 mod 0.36, TRPML3 ag 0.7, PPC-1+TRAIL kill 27, Tb hexokinase -11, Thrombin inh -1, zfTRPN1 agonist -0.4 and Calpain2 inh -33.
For Cc1nn(-c2ccc(Cl)nn2)c(=O)c2ccccc12 the results were EBV gp42 block -1, Furin inh -23, KCC2 mod -0.25, TRPML3 ag 0.8, PPC-1+TRAIL kill 32, Tb hexokinase -6, Thrombin inh -6, zfTRPN1 agonist 1.9 and Calpain2 inh -5.
Screening COc1ccccc1CNC(=O)c1ccc(-c2ccccc2)cc1 returned EBV gp42 block -38, Furin inh -18, KCC2 mod -0.71, TRPML3 ag -0.3, PPC-1+TRAIL kill 14, Tb hexokinase -7, Thrombin inh -2, zfTRPN1 agonist -2.1 and Calpain2 inh -1.
COc1nccnc1NS(=O)(=O)c1ccc(NS(=O)(=O)c2ccc(NC(C)=O)cc2)cc1 was read as EBV gp42 block -10, Furin inh -21[20 µM], TRPML3 ag 1.1, PPC-1+TRAIL kill 16, Tb hexokinase -9, Thrombin inh 2, zfTRPN1 agonist 1.6 and Calpain2 inh -2.
CCCSC1=C(C#N)C(c2ccccc2C)CC(=O)N1 (stereo not drawn) was read as EBV gp42 block -29, Furin inh -9, KCC2 mod -1.9, TRPML3 ag -0.2, PPC-1+TRAIL kill 7, Tb hexokinase 19, Thrombin inh 4, zfTRPN1 agonist 0.8 and Calpain2 inh -2.
CCN(C(=O)COC(=O)c1ccc(Cl)c(N)c1)C1CCS(=O)(=O)C1 (stereo not drawn) was read as EBV gp42 block -10, Furin inh -20, KCC2 mod 1.9, TRPML3 ag 1.2, Tb hexokinase -2, Thrombin inh 3, zfTRPN1 agonist -0.2 and Calpain2 inh -93.
For CN(C)/C=N/c1c(C#N)nnn1Cc1ccccc1 the results were EBV gp42 block -9, Furin inh -22, TRPML3 ag -0.6, PPC-1+TRAIL kill 11, Tb hexokinase -5, Thrombin inh 2, zfTRPN1 agonist 0.4 and Calpain2 inh 19.
Screening O=C(Nc1ccc2oc(-c3ccccc3)nc2c1)c1ccco1 returned EBV gp42 block 22, Furin inh -5, KCC2 mod -2.3, TRPML3 ag 1.9, PPC-1+TRAIL kill 6, Tb hexokinase -7, Thrombin inh -7, zfTRPN1 agonist 1.3 and Calpain2 inh -51.
For COc1ccc(NC(=S)NN2CCN(C)CC2)cc1 the results were EBV gp42 block -7, Furin inh -17, TRPML3 ag 1.2, PPC-1+TRAIL kill -10, Tb hexokinase 8, Thrombin inh -3, zfTRPN1 agonist 0.8 and Calpain2 inh -16.
COc1ccc(CN(CC2CCC(C(=O)O)CC2)C(=S)Nc2ccc(C)c(Cl)c2)cc1 (stereo not drawn) was read as EBV gp42 block 6, Furin inh -4, KCC2 mod -0.49, TRPML3 ag 0.9, PPC-1+TRAIL kill 1, Tb hexokinase -2, Thrombin inh -13, zfTRPN1 agonist -0.4 and Calpain2 inh -101.
Screening COc1ccc(Cl)cc1C(=O)NNC(=O)c1nc2nc(C)cc(C)n2n1 returned EBV gp42 block -9, Furin inh -14, KCC2 mod -1.5, TRPML3 ag 0.0, PPC-1+TRAIL kill 6, Tb hexokinase -67, Thrombin inh 1, zfTRPN1 agonist 0.5 and Calpain2 inh -1.
Cc1nn(C2CCS(=O)(=O)C2)c(Cl)c1/C=C/C(=O)OCC(=O)c1cc(C)n(-c2ccc(F)cc2)c1C (stereo not drawn) was read as EBV gp42 block -9, Furin inh 0, KCC2 mod 0.47, TRPML3 ag 1.1, PPC-1+TRAIL kill 30, Tb hexokinase 37, Thrombin inh -8, zfTRPN1 agonist 1.8 and Calpain2 inh -15.
O=C(OCC#CCSc1nc2ccccc2s1)c1ccco1 was read as EBV gp42 block 2, Furin inh -9[20 µM], KCC2 mod 0.2, TRPML3 ag -0.1, PPC-1+TRAIL kill 12, Tb hexokinase 2, Thrombin inh -6, zfTRPN1 agonist -0.6 and Calpain2 inh -6.
`C/C=C/C=C\C(=O)Nc1cccc(C2=NOC3(C2)C[C@@H](C(N)=O)N(C(=O)c2cc([N+](=O)[O-])cc([N+](=O)[O-])c2C)C3)c1` (stereo partly drawn) gave EBV gp42 block 13, Furin inh -22, KCC2 mod -0.14, PPC-1+TRAIL kill -3, Tb hexokinase -22, Thrombin inh 2 and Calpain2 inh -81.
For CC1CC(C)CN(c2ncc3c(n2)CC(c2ccc(Cl)cc2)CC3=O)C1 (stereo not drawn) the results were EBV gp42 block -17, Furin inh -8, TRPML3 ag 0.9, PPC-1+TRAIL kill -4, Tb hexokinase -6, Thrombin inh -5, zfTRPN1 agonist 0.0 and Calpain2 inh 23.
`CCN1CCN(C(=O)c2nn(-c3ccc(C)cc3)c(=O)c3c2c2ccccc2n3C)CC1` gave EBV gp42 block 1, Furin inh 2, KCC2 mod -0.82, TRPML3 ag 1.1, PPC-1+TRAIL kill -5, Tb hexokinase -18, Thrombin inh -7, zfTRPN1 agonist 2.7 and Calpain2 inh -95.
For O=C(COC(=O)c1ccc(S(=O)(=O)N2CCOCC2)cc1)NC1CCCC1 the results were EBV gp42 block -20, Furin inh -22, KCC2 mod -0.094, TRPML3 ag 0.4, PPC-1+TRAIL kill 8, Tb hexokinase 2, Thrombin inh 3, zfTRPN1 agonist 0.1 and Calpain2 inh -1.
`CN1CCN(CC(=O)Nc2ccccc2[N+](=O)[O-])CC1` gave EBV gp42 block -1, Furin inh -16, KCC2 mod -0.24, TRPML3 ag 1.8, PPC-1+TRAIL kill 8, Tb hexokinase -1, Thrombin inh -7, zfTRPN1 agonist 1.0 and Calpain2 inh -2.
CCCc1[nH]nc2c1C(C1CC=CCC1)C(C#N)=C(N)O2 (stereo not drawn) was read as EBV gp42 block -12, Furin inh -18, KCC2 mod 0.58, TRPML3 ag -0.8, PPC-1+TRAIL kill 14, Tb hexokinase 2, Thrombin inh 2, zfTRPN1 agonist 0.5 and Calpain2 inh 22.
For CCCCC(=O)N(Cc1ccc(F)cc1)C1CCS(=O)(=O)C1 (stereo not drawn) the results were EBV gp42 block -18, Furin inh -17, KCC2 mod -0.47, TRPML3 ag 0.7, PPC-1+TRAIL kill -5, Tb hexokinase -7, Thrombin inh -6, zfTRPN1 agonist 1.6 and Calpain2 inh -3.
NC(=O)CSc1nnc(Cc2cccs2)n1C1CCCCC1 was read as EBV gp42 block 0, Furin inh -13[20 µM], TRPML3 ag 0.9, PPC-1+TRAIL kill 8, Tb hexokinase -2, Thrombin inh -3, zfTRPN1 agonist -0.6 and Calpain2 inh 5.
For CCC(=O)Nc1ccc(NC(=O)c2ccccn2)cn1 the results were EBV gp42 block -21, Furin inh -20, KCC2 mod 0.65, TRPML3 ag 0.9, PPC-1+TRAIL kill 19, Tb hexokinase 0, Thrombin inh -4, zfTRPN1 agonist 0.1 and Calpain2 inh -7.
Screening CCc1ccc(N(C(=O)Cn2nnc(-c3ccccc3)n2)C(C(=O)NC2CCCCC2)c2ccccn2)cc1 (stereo not drawn) returned EBV gp42 block -1, Furin inh -12, KCC2 mod -0.2, TRPML3 ag -0.2, PPC-1+TRAIL kill 10, Tb hexokinase -3, Thrombin inh 2, zfTRPN1 agonist 1.8 and Calpain2 inh 31.
COCC(C)n1c(C)cc(C(=O)COC(=O)c2c(C)nn(-c3ccccc3)c2C)c1C (stereo not drawn) was read as EBV gp42 block 6, Furin inh -27, KCC2 mod -1.3, TRPML3 ag -1.0, PPC-1+TRAIL kill 4, Tb hexokinase 1, Thrombin inh -13, zfTRPN1 agonist -0.7 and Calpain2 inh 8.
`COc1ccc(S(=O)(=O)N(C)CC(=O)Nc2ccc(C(F)(F)F)cc2)cc1Cl` gave EBV gp42 block -1, Furin inh -19[20 µM], KCC2 mod 0.22, TRPML3 ag -0.8, PPC-1+TRAIL kill 15, Tb hexokinase -1, Thrombin inh -5, zfTRPN1 agonist -1.8 and Calpain2 inh -14.
CCN(CC)P(=O)(/C(Cl)=C\Nc1c(C)n(C)n(-c2ccccc2)c1=O)N(CC)CC was read as EBV gp42 block 3, Furin inh -16, KCC2 mod 0.88, TRPML3 ag 0.2, PPC-1+TRAIL kill 2, Tb hexokinase -3, Thrombin inh 1, zfTRPN1 agonist 0.2 and Calpain2 inh 9.

Screening data as filed in PubChem.

No enrichment for hits (roughly 3.6% active in at least one column).
